From PubChem
Growth percent in the NCI-60 one-dose screen (48 h, 10 µM unless noted): 100 = growth as untreated, 0 = no growth, -100 = all killed.
T-47D – T-47D breast cancer; 79,000 compounds, 5% hits; AID 1794792
UACC-62 – UACC-62 melanoma; 81,000 compounds, 5.4% hits; AID 1794756
HS 578T – HS 578T breast cancer; 78,000 compounds, 4.1% hits; AID 1794788
UACC-257 – UACC-257 melanoma | 78,000 compounds, 4.4% hits
SK-MEL-2 – SK-MEL-2 melanoma. 77,000 compounds, 4.7% hits. AID 1794763
MALME-3M – MALME-3M melanoma | AID 1794766 | 78,000 compounds, 5.8% hits
BT-549 – BT-549 breast cancer; 78,000 compounds, 4.4% hits; AID 1794793
LOX IMVI – LOX IMVI melanoma | 79,000 compounds, 7.4% hits
An asterisk follows results filed as active; / = no result given; & = joins results of further samples; [ ] = another dose, or the depositor's remark. Rule for the calls: active = growth percent below 10; inactive = the rest.

# | Structure | T-47D | UACC-62 | HS 578T | UACC-257 | SK-MEL-2 | MALME-3M | BT-549 | LOX IMVI
1 | O=C(O)C(O)c1ccccc1 (configuration not stated) | 95 | 107 | 110 | 102 | 104 | 100 | 97 | 94
2 | C(=N\Nc1nc(-c2ccccc2)cs1)/c1ccc2c(c1)Cc1ccccc1-2 | 87 | 87 | 95 | 106 | 107 | 97 | 128 | 96
3 | Cc1cc2nc(-c3ccccc3Br)n3c(=O)cc(C)n3c2cc1C | 97 | 89 | 108 | 85 | 125 | 112 | 105 | 106
4 | CCC1(CC)C(=O)NC(=Nc2ccccc2)N(c2ccccc2)C1=O | 97 | 93 | 100 | 115 | 86 | 105 | 97 | 92
5 | COC(=O)C1(CC(=O)c2cccs2)NC(=S)NC(=O)C1C#N (configuration not stated) | 107 | 97 | 107 | 112 | 112 | 100 | 123 | 89
6 | COc1ccc2oc(=O)cc(-c3nnc(N)o3)c2c1 | 73 | 80 | 79 | 97 | 102 | 86 | 97 | 72
7 | CCN1CCN(C(=O)[C@]23CC[C@@H](C)[C@H](C)[C@H]2C2=CC[C@@H]4[C@@]5(C)C/C(=C/c6ccc(C(F)(F)F)cc6)C(=O)C(C)(C)[C@@H]5CC[C@@]4(C)[C@]2(C)CC3)CC1 | 99 | 100 | 98 | 104 | 114 | 104 | 100 | /
8 | CCCCC[n+]1ccc(SCC(=O)N(C)c2ccc(Cl)cc2)c2ccccc21 | 88 | 94 | 113 | 100 | 98 | 99 | 122 | 97
9 | O=C(CSc1nnc(-c2cc(-c3ccc(Cl)cc3)nc3ccccc23)n1-c1ccccc1)Nc1ccc(C(=O)/C=C/c2ccc(Cl)cc2)cc1 | 102 | 87 | 98 | 109 | 110 | 113 | 107 | 95
10 | Cc1ccc(C(C)(C)O)cc1 | 93 | 112 | 111 | 101 | / | 95 | 105 | 93
11 | O=C(NNC(=O)c1cccc2ccccc12)c1cccc(F)c1 | 102 | 98 | 95 | 108 | 103 | / | 99 | 103
12 | C=CCn1c(SC/C(=N\O)c2ccccc2)nnc1-c1cc(-c2ccc(Cl)cc2)nc2ccccc12 | 18 | 61 | 61 | 47 | 43 | 78 | 73 | 24
13 | COC(=O)C1(O)NC(=C(C#N)C#N)C(C#N)=C1C(=O)c1ccc(OC)cc1 (configuration not stated) | 82 | 90 | 91 | 86 | 109 | 97 | 94 | 94
14 | CC(=O)NCC(=O)N1[C@@H]2CC[C@H]1c1ccc(Nc3ncc(C(F)(F)F)c(NC4CCC4)n3)cc12 | 88[2.5 µM] | 56[2.5 µM] | / | 60[2.5 µM] | / | 46[2.5 µM] | 36[2.5 µM] | 22[2.5 µM]
15 | Cc1ccc(OCC(=O)O)c(C)c1 | 105 | 97 | 106 | 96 | 103 | 104 | 108 | 101

From no. 14 up to 15, as listed above:
# | Structure | T-47D | UACC-62 | HS 578T | UACC-257 | SK-MEL-2 | MALME-3M | BT-549 | LOX IMVI
14 | CC(=O)NCC(=O)N1[C@@H]2CC[C@H]1c1ccc(Nc3ncc(C(F)(F)F)c(NC4CCC4)n3)cc12 | 88[2.5 µM] | 56[2.5 µM] | / | 60[2.5 µM] | / | 46[2.5 µM] | 36[2.5 µM] | 22[2.5 µM]
15 | Cc1ccc(OCC(=O)O)c(C)c1 | 105 | 97 | 106 | 96 | 103 | 104 | 108 | 101

(further entries)
# | Structure | T-47D | UACC-62 | HS 578T | UACC-257 | SK-MEL-2 | MALME-3M | BT-549 | LOX IMVI
16 | CCCc1nc2nc3c(c(C)nn3-c3ccccc3)c(-c3ccc(Cl)cc3)c2c(=O)[nH]1 | 105 | 112 | 113 | 102 | 104 | 90 | 106 | 97
17 | COc1cccc(-c2nn(-c3ccccc3)cc2-c2ccnc(NCCCNS(=O)(=O)c3ccc(C)cc3)c2)c1 | 23 | / | 60 | / | 69 | 88 | 74 | 56
18 | COc1ccc(/C=N\NC(=O)N/N=C/c2ccc(OC)c(S(=O)(=O)O)c2)cc1S(=O)(=O)O | 113 | 102 | 114 | 113 | 106 | 109 | 103 | 108
19 | CCCCOc1nc2ccc(Cl)cc2cc1-c1cc(-c2ccc(Cl)cc2)nc(-c2ccc(Cl)cc2)c1 | 97 | 93 | 101 | 99 | 123 | 102 | 100 | 102
20 | CC(C)=CC(=O)N(C(C)C)C(C)C | 103 | 106 | 115 | 101 | 106 | 106 | 101 | 100
21 | Cc1[nH]c(C2CC(c3ccccc3)=NN2c2ccccc2)c(C)c1C(=O)NCC(F)(F)F (configuration not stated) | 105 | 83 | 99 | 104 | 121 | 95 | 102 | 96
22 | CC(CN1CC2CCC(C1)O2)OC(=O)c1ccccc1 (configuration not stated) | / | 101 | 108 | 95 | 107 | 100 | 103 | 99
23 | CC1(C)Oc2cc3oc(=O)ccc3cc2C[C@@H]1OCCn1ccnc1 | 100 | 95 | 93 | 108 | 105 | 102 | 108 | 99
24 | C[C@]1(CO)O[C@@H](n2cc(F)c(N)nc2=O)[C@H](O)[C@@H]1OCc1ccccc1 | 98 | 102 | 109 | 102 | 104 | 96 | 106 | 100
25 | CC(=O)/C(=C/n1c(=S)[nH]c2ccccc21)C(=O)Nc1ccc([N+](=O)[O-])cc1 | 97 | 86 | / | 103 | 107 | / | 88 | 90
26 | CN(C)CCC(c1ccc(Br)cc1)c1ccccn1 (configuration not stated) | 96 | 106 | 105 | 113 | 103 | 97 | 101 | 98
27 | CCOC(=O)c1cc(C(=O)c2ccc(Br)cc2)n2ccncc12 | 92 | 96 | 105 | 88 | 103 | 103 | 91 | 94
28 | CC(C)[C@@H]1C=C2CC[C@H]3[C@](C)(CN)CCC[C@]3(C)[C@H]2CC1 | 54 | 86 | 75 | 104 | 82 | 60 | 91 | 44
29 | O=[N+]([O-])c1cccc2nsnc12 | 103 | 105 | 101 | 88 | 106 | / | 106 | 100
30 | CCOc1nc2c(N)ncnc2n1CC1CCOC1 (configuration not stated) | 97 | 96 | 106 | 110 | 103 | 105 | 120 | 100
31 | O=C(OCc1ccc2c(Cl)cc(Cl)c(O)c2n1)N1CCNCC1 | 30 | 24 | 53 | 40 | 59 | 65 | / | 33
32 | CC(C)OCCCNCC(=O)Nc1ccc(S(=O)(=O)c2ccc(NC(=O)CNCCCOC(C)C)cc2)cc1 | 103 | 107 | 88 | 106 | 115 | 100 | 102 | 79
33 | CC1=C/C(=C(\c2cc(C)c(O)c(Br)c2)c2ccccc2S(=O)(=O)O)C=C(Br)C1=O | 108 | 93 | 94 | 101 | / | 109 | / | 105
34 | CCC(C)(C)c1ccc(OCCO)cc1 | 97 | 107 | 93 | 89 | 89 | 97 | 93 | 94
35 | COc1ccc2c(c1)N(CCO)C1=C(C(=O)OC1)C2c1cccc(Br)c1 (configuration not stated) | 72 | 25 | 11 | 60 | / | / | 16 | 22
36 | COc1cc(-c2nc(SC(C)C)nc(Nc3ccc(S(N)(=O)=O)cc3)c2C#N)cc(OC)c1OC | 74 | 96 | 95 | 104 | 101 | 66 | 111 | 90
37 | CC/C(=C(\c1ccc(OCCN2CCCCC2)cc1)c1ccc(OC(=O)Cc2ccccc2)cc1)c1ccc(OC)cc1 | 69 | 94 | 93 | 93 | 92 | 88 | 91 | 108
38 | O=S(=O)(Nc1ccc(O)cc1)c1ccccc1 | 104 | 85 | 103 | 97 | 104 | 104 | / | 96
39 | N#C/C(=C\NC(=S)Nc1ccccc1Cl)C(=O)c1ccc2ccccc2c1 | 84 | 94 | 99 | 94 | 98 | / | 99 | 95
40 | O=C1c2ccccc2N2C(=O)CSC2=C2CCCN12 | 87 | 93 | 95 | 96 | 95 | 100 | 99 | 96
41 | O=C(C[n+]1cccc2c3ccccc3ccc21)c1ccc(Br)cc1 | 77 | 87 | 89 | 92 | 103 | 87 | 88 | 82
42 | O=c1oc(-c2ccc(Cl)cc2Cl)nc2cc(Cl)ccc12 | 94 | 87 | 95 | 103 | 97 | 88 | 98 | 89
43 | O=C(O)c1ccc(-n2cc(/C=N/Nc3ccc(Cl)cc3Cl)c(-c3ccccc3)n2)cc1 | 71 | 96 | 107 | 116 | 92 | 92 | 79 | 92
44 | Fc1ccc(-c2nc(CSc3nc4ccccc4s3)no2)cc1 | 90 | 94 | 104 | 106 | 97 | 96 | 98 | 92
45 | Cc1ccc(NC(=O)CSc2nc3ccccc3nc2C)cc1 | 75 | 73 | 100 | 80 | 96 | 93 | 89 | 98
46 | CCCCOc1nc2c(C)cccc2cc1/C=C/c1cc(/C=C/c2cc3cccc(C)c3nc2OCCCC)n(-c2ccccc2)n1 | 88 | 104 | / | 101 | / | 99 | 110 | 94
47 | CCS(=O)(=O)Oc1ccc(NC(=O)C23CC4CC(CC(C4)C2)C3)cc1 | 97 | 96 | 115 | 104 | 102 | 97 | 92 | 79
48 | O=C1c2ccccc2C(=O)N1c1ccccc1[N+](=O)[O-] | 95 | 116 | 107 | 96 | / | 108 | 118 | 92
49 | CCCCCCCCCCCCCCCC(=O)Oc1ccc(/C(CC)=C(/CC)c2ccc(OC(=O)CCCCCCCCCCCCCCC)cc2)cc1 | 108 | 100 | 111 | 93 | 112 | 107 | 100 | 94
50 | O=c1c2cccc3c(Nc4ccccn4)ccc(c32)c2nc3ccccc3n12 | 47 | 64 | 111 | / | 81 | 86 | 87 | 70
51 | Cc1cc(NC(=O)COc2ccc(/C=C3/SC(=O)NC3=O)cc2)no1 | 90 | 89 | 110 | 110 | 125 | 92 | 91 | 91
52 | S=C(NC1CCCCC1)NC1CCCCC1 | 89 | 104 | 111 | / | 101 | 110 | 116 | 101
53 | CCC1=CC2CN(C1)Cc1c([nH]c3ccccc13)[C@@](C(=O)OC)(c1cc3c(cc1OC)N(C)[C@H]1[C@@](O)(C(=O)OC)[C@H](OC(C)=O)[C@]4(CC)C=CCN5CC[C@]31[C@@H]54)C2 (some centres not stated) | 76 | 44 | 29 | 59 | 5.9* | 44 | -27* | 20
54 | CC(=O)OC(C)(C)[C@@H]1CC[C@H](C)C2=C(C1)[C@@H](C)CC2 | 101 | 96 | 110 | 106 | 97 | 96 | 83 | 99
55 | O=C1CCCc2ccc3ccccc3c21 | 106 | 114 | 115 | 105 | 125 | 111 | 104 | 112
56 | NC(=O)NC(=O)c1ccccc1 | 107 | 104 | 90 | 109 | / | 118 | 109 | 100
57 | CN1CCN(CCNc2nccc(-c3c(-c4ccc(F)c(O)c4)nc4sccn34)n2)S1(=O)=O | 31 | 31 | 76 | / | 67 | 70 | 72 | 60
58 | Nc1cccc2c(O)cc(S(=O)(=O)O)cc12 | 125&108 | 101&98 | 119&114 | 99&112 | 113&100 | 104&109 | 110&99 | 106&105
59 | CCOc1cc(C2SCC(=O)N2n2cnnc2)ccc1O (configuration not stated) | 16 | 96 | 100 | 109 | 108 | 111 | 107 | 100
60 | C/C=C/C/C=C/[C@H](C)C[C@H](O)[C@@H]1C[C@@H]2O[C@H]2/C=C/[C@@H]2OC(C)(C)O[C@H]2/C=C/C[C@H](C)CC(=O)O1 | -4.9* | 8.9* | -19* | 70 | / | 88 | / | 44
61 | O=C(CNn1c(COc2ccccc2)nc2ccccc2c1=O)Nc1ccccc1 | 90 | 93 | 88 | 110 | 100 | 91 | 120 | 96
62 | Fc1ccc(-c2nc3ncccn3c2-c2nc3ccccc3[nH]2)cc1 | 84 | 95 | 94 | 106 | 100 | 110 | 97 | /
63 | CC12CCCCC1C(C(N)=O)C(=O)O2 (configuration not stated) | 114 | 99 | 110 | 107 | 104 | 120 | 113 | 96
64 | NC(=O)CNC(=O)c1ccccc1 | 100 | 99 | 91 | 108 | 107 | 115 | 101 | 108
65 | COC(=O)CCC/C=C\C[C@H]1C=CC(=O)/C1=C/C[C@@H](O)C/C=C\CC(F)(F)F | 2.7* | -37* | 42 | -16* | -3.7* | 10 | -18* | -83*
66 | CCN1CCN(C2=Nn3c(nnc3-c3cc(C(F)(F)F)cc(C(F)(F)F)c3)SC2)CC1 | 78 | 95 | 102 | 111 | 110 | 121 | / | 98
67 | Cc1cccc2c1CCCC2=O | 98 | 101 | 101 | 105 | 104 | 103 | 124 | 106
68 | C/C(=N\O)c1ccc(NC(=O)CSc2nc3c([nH]2)c(=O)n(C)c(=O)n3C)cc1 | 102 | 99 | 103 | 96 | 108 | 109 | 116 | 97
69 | O=C1CCC2(CCCC2)c2ccccc21 | 100 | 100 | 95 | 104 | 102 | 111 | 98 | 108
70 | C=C1CCC2C(C)(CO)C(O)CCC2(C)C1CC(NC1CCCC1)C1=CCOC1=O (configuration not stated) | 97 | 93 | 103 | 111 | 101 | 94 | / | 93
71 | O=C(O)c1cccc(N2C(=O)/C(=C\c3ccc(-c4ccc(Cl)cc4)o3)SC2=S)c1 | 101 | 91 | 89 | 101 | 102 | 93 | 112 | 94
72 | C#C[C@@H]1CC2Cc3ccc(Cl)c(C)c3N1O2 (some centres not stated) | 117 | 110 | 113 | 112 | / | 95 | 109 | 93
73 | Cc1ccccc1C(=O)Oc1ccc(Cl)cc1Cl | 88 | / | 100 | / | 101 | 97 | 106 | 96
74 | CC1C(=O)CC2C3(C)CCC2(C(C)C(=O)O)C(=O)C13 (configuration not stated) | 102 | 123 | 106 | 107 | 100 | 101 | 98 | 104
75 | CCCc1[nH]c(=O)c(C#N)c(COC)c1[N+](=O)[O-] | 96 | 101 | 93 | / | 101 | 95 | 106 | 96
76 | Cc1[nH]nc2ccc(-c3nc4cnc(N5CCN(C)CC5)cn4c3Nc3cccc(Br)c3)cc12 | 72 | 78 | 69 | 88 | 95 | 80 | 92 | 45
77 | C=C(CN1CCc2c([nH]c3ccccc23)C1)c1ccc(C(=O)Nc2noc3ccccc23)cc1 | 89 | 86 | 108 | 103 | 44 | 115 | 70 | 85

An excerpt from above, limited to T-47D:
cpd	compound	T-47D
61	O=C(CNn1c(COc2ccccc2)nc2ccccc2c1=O)Nc1ccccc1	90
62	Fc1ccc(-c2nc3ncccn3c2-c2nc3ccccc3[nH]2)cc1	84
63	CC12CCCCC1C(C(N)=O)C(=O)O2 (configuration not stated)	114
64	NC(=O)CNC(=O)c1ccccc1	100
65	COC(=O)CCC/C=C\C[C@H]1C=CC(=O)/C1=C/C[C@@H](O)C/C=C\CC(F)(F)F	2.7*
